Source: PubChem BioAssay
IL1B secr inh = inflammasome signaling inhibition, IL-1 beta readout; THP-1 LPS/ATP IL-1B secretion, AlphaLISA, 16 h; stronger effect = lower value; activity change, % at 57.5 µM; 360,000 tested, 4.7% active; AID 743279; in the data active means activity change below about -50%; inconclusive means mostly about -30% to -49%; further: on the % scale 0 is the no-effect control and ±100 the full control effect
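THP-1 cells pretreated 1 hr with compounds (up to 57.5 uM final), then stimulated with LPS (250 ng/mL final) plus ATP (1.25 mM final); secreted IL-1B measured by AlphaLISA after 16 hr, decreased signal indicating inhibition.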
KB-3-1 tox = kills parental KB-3-1 adenocarcinoma cells; KB-3-1 viability, CellTiter-Glo ATP luminescence, 72 h; Potency, µM (titrated, usually from 46.1 µM), for inactives: at the highest dose activity change, negative = cytotoxic, actives largely listed as cytotoxic; 400,000 tested, 1.4% active; AID 1347075; further: potency means the concentration at half of the fitted maximal effect; on the % scale 0 is the no-effect control and ±100 the full control effect; nearly all actives have a fitted effect of over 60% in size
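Cytotoxicity measured as CellTiter-Glo luminescence after 72 h at 37 C. Compound titrations were pinned onto drug-naive KB-3-1 parental adenocarcinoma cells grown in DMEM with 10% FBS, and normalized data fitted to concentration-response curves.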
MCF10A rerep = DNA re-replication induction in MCF 10a cells. MCF 10A DNA re-replication, Hoechst nuclear intensity, 48 h. AID 624296. Potency, µM (series often up to 46.1 µM), for the others: at the highest dose activity, positive = re-replication, most hits filed as activators. 350,000 tested, 2.9% active; further: potency means the concentration at half of the fitted maximal effect; % of control where 0% means no effect; nearly all actives have a fitted effect of over 50% in size
HT1080-NT tox = kills 2HG-producing HT-1080-NT fibrosarcoma cells; HT-1080-NT fibrosarcoma viability, CellTiter-Glo ATP luminescence, 48 h; Potency, µM (top dose mostly 46.1 µM), inactives show at the highest dose activity, negative = less viability, hits mostly cytotoxic; 360,000 tested, 1.6% active; AID 686970;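 further: NT is the 2HG producing partner of a matched IDH1 knockdown line; potency means the concentration at half of the fitted maximal effect; 0% = DMSO-treated cells and -100% = media-only wells without cells; nearly all actives have a fitted effect of over 55% in size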
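Toxicity toward the 2HG-producing NT line was scored as %Activity, normalised to DMSO and no-cell wells, from CellTiter-Glo luminescence after 48 hours' treatment.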
D3 ag = agonists of human D3 dopamine receptor. P35462. D3R DiscoveRx beta-arrestin cells, luminescence, 90 min. max activation, %. 410,000 tested, 0.58% active. AID 652048; in the data active means max activation above about 30%; further: 0% is about no effect; mostly tested at two doses, the higher about 12 µM
Target sequence (P35462 whole entry, looked up): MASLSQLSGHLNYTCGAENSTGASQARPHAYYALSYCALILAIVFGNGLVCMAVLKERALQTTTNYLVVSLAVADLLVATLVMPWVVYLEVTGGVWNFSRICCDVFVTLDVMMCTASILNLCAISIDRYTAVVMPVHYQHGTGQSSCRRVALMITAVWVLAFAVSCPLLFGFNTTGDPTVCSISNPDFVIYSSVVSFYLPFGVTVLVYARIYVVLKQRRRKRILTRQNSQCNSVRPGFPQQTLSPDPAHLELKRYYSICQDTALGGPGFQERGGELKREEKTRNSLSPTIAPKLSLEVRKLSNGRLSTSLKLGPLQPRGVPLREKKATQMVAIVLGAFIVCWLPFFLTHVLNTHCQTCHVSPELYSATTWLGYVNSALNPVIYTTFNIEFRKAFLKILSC
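Agonist mode: compounds and dopamine controls were applied to plated cells for 90 min at 37 degrees C after an overnight attachment at 1500 cells/well. Luminescent read-out followed 30 - 60 minutes at room temperature with DiscoveRx detection reagent.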
HEK293 tox = cytotoxic in the GLP-1 receptor inverse agonist counter-screen. 410,000 tested, 0.13% active. Potency, µM (titrated, usually from 38.3 µM), without a hit: at the top dose activity change, negative = inhibition, most hits filed as inhibitors. HEK293 cAMP-luciferase reporter cells, luminescence, 24 h;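 further: loss of luciferase light is scored as toxicity; potency means the concentration at half of the fitted maximal effect; on the % scale 0 is the no-effect control and ±100 the full control effect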
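1536-well qHTS counterscreen of the MLSMR; 200 cells/uL, 12 h pre-incubation, 23 nL cpd, 24 h at 37 deg C 5% CO2, luciferase detection reagent, 12 min RT, luminescence. Inhibition = undesired.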
HT1080 IDH1KD tx = HT-1080 IDH1 knockdown cell toxicity (counter line); HT-1080 IDH1 knockdown viability, ATP luminescence, 48 h; 360,000 tested, 2% active; Potency, µM (doses to about 46.1 µM), for the others: top-dose activity, negative = toxicity, usual class: cytotoxic; AID 686971;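 further: potency means the concentration at half of the fitted maximal effect; 0% = DMSO wells and -100% = cell-free medium wells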
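Knockdown cells (IDH1KD HT-1080) received compounds 2 h after plating at 750 cells/well and were kept 48 h at 37 °C in 5% FBS RPMI. A CellTiter-Glo luminescence read gave % activity for curve fitting.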
KB-V1 cytotox = kills drug-selected multidrug resistant KB-V1 cells | KB-V1 MDR cells viability, CellTiter-Glo, 72 h | Potency, µM (series often up to 46.1 µM), for the others: at the highest dose activity change, negative = cytotoxicity, actives largely listed as cytotoxic | 400,000 tested, 3.4% active; further: potency means the concentration at half of the fitted maximal effect; on the % scale 0 is the no-effect control and ±100 the full control effect; nearly all actives have a fitted effect of over 60% in size
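Following 72 h at 37 degrees C with compound, KB-V1 cell viability was read by CellTiter-Glo luminescence, medium being phenol-red-free DMEM plus 10% FBS; concentration-response parameters came from normalized, curve-fitted qHTS data.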
SW480 rereplic = inducers of DNA re-replication in SW480 colon cancer cells; AID 624297; SW480 DNA re-replication, Hoechst DNA content imaging, 48 h; 340,000 tested, 1.8% active; Potency, µM (series often up to 46.1 µM), for inactives: at the highest dose re-replication activation, actives largely listed as activators; further: potency means the concentration at half of the fitted maximal effect; % of control where 0% means no effect; nearly all actives have a fitted effect of over 55% in size
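Image-based DNA-content assay: after two days of treatment, nuclei were labelled with the DNA dye Hoechst and imaged, and hits were compounds raising the count of nuclei showing high fluorescence intensity.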
Numbers without * were called inactive; ? = inconclusive; . = no result given; [ ] = another dose, or the depositor's remark. Unless noted, the call rests on the fitted dose curve; in most records, active means well fitted curve in the direction sought with a large enough effect; inconclusive means small, poorly fitted or top-dose-only effect, or another doubt; inactive means no such curve, though single readings can be large; an effect the other way counts as inactive or inconclusive.

Screens by letter: A = IL1B secr inh; B = KB-3-1 tox; C = MCF10A rerep; D = HT1080-NT tox; E = D3 ag; F = HEK293 tox; G = HT1080 IDH1KD tx; H = KB-V1 cytotox; I = SW480 rereplic
(1) CCN(CC)CCCNc1nc2cc(OC)c(OC)cc2c2nc(-c3ccccc3)nn12
  A: -88.1* | B: 23.1µM* | C: ? | D: 18.4µM* | E: -1.8 | F: ? | G: ? | H: 16.4µM* | I: ?

(2) Cc1ccc(C2(O)CC(C)N(C)CC2C)cc1 (centres undefined)
  A: 0.0 | B: 0.6% | C: 1.2% | D: 12.4% | E: -24.2 | F: -1.1% | G: 7.9% | H: 0.0% | I: -5.6%

(3) CCOC(=O)c1c(C)n(C(C)C)c2ccc(OC(=O)c3ccc(N4C(=O)CCC4=O)cc3)cc12
  A: 33.9 | B: 16.9% | C: 3.1% | D: 5.4% | E: 5.9 | F: 3.8% | G: 3.8% | H: 12.7% | I: -4.2%

(4) COc1ccc(CCN)cc1OC
  A: -9.6 | B: 1.5% | C: 13.3% | D: 9.7% | E: 4.1 | F: 3.6% | G: -3.7% | H: 2.8% | I: 1.2%

(5) O=C(COc1ccc(S(=O)(=O)N2CCOCC2)cc1)N1CCN(Cc2ccc3c(c2)OCO3)CC1
  A: -6.0 | B: 3.5% | C: 21.8% | D: -17.2% | E: -31.3 | F: 5.2% | G: -19.9% | H: 16.4µM* | I: -13.5%

(6) COC(=O)C1=C(c2c(C)noc2C)C[C@@H]2CC[C@H]1N2C(=O)NCCOc1ccccc1Cl
  A: -3.3 | B: -5.5% | C: 12.7% | D: 3.6% | E: -14.2 | F: 5.0% | G: 17.0% | H: -7.8% | I: -7.4%

(7) CSc1ccccc1C(=O)C1CCCN(Cc2ccccn2)C1 (centres undefined)
  A: 30.7 | B: -1.9% | C: -3.9% | D: -5.3% | E: -15.9 | F: -26.2% | G: 16.7% | H: 2.9% | I: -1.9%

(8) Brc1ccccc1-c1nnc2sc(-c3ccc4c(c3)OCCO4)nn12
  A: ? | B: -26.1% | C: 6.51µM* | D: . | E: -5.7 | F: ? | G: . | H: ? | I: ?

(9) C1CCC2S[C@H]3CCCCC3NC2C1 (some centres undefined)
  A: -5.2 | B: 12.8% | C: -0.3% | D: 17.7% | E: -7.6 | F: 8.2% | G: 4.6% | H: -5.9% | I: -6.4%

(10) CCCOP(=O)(c1ccc(N(C)C)cc1)C(O)c1ccc(Cl)cc1Cl (centres undefined)
  A: -79.1* | B: -31.2% | C: 15.0% | D: -1.5% | E: -5.4 | F: -10.2% | G: ? | H: ? | I: 1.1%

(11) CC(C)OC(=O)C1C2c3ccccc3C(c3ccccc32)C1C(=O)O (centres undefined)
  A: 23.2 | B: -2.4% | C: ? | D: -0.3% | E: -1.0 | F: -6.9% | G: 15.0% | H: -8.9% | I: 6.5%

(12) O=C(Cc1ccccc1)NC(Cc1ccc(Cl)cc1)C(=O)O (centres undefined)
  A: -0.7 | B: 2.7% | C: -12.4% | D: 5.2% | E: 0.2 | F: 2.8% | G: 10.7% | H: 18.5% | I: -12.5%

(13) CC1CCCCN1Cc1cccnc1 (centres undefined)
  A: -4.1 | B: -1.9% | C: -0.2% | D: 2.9% | E: -20.5 | F: -0.7% | G: 20.0% | H: -4.8% | I: -5.3%

(14) CCOC(=O)c1ccc2c(c1)N(CC)C(=O)c1ccccc1S2
  A: 15.3 | B: -19.2% | C: ? | D: -1.7% | E: -2.7 | F: 17.7% | G: 0.0% | H: ? | I: ?

(15) O=c1c2ccccc2nc(-c2ccco2)n1-c1cccnc1
  A: 5.5 | B: ? | C: 11.7% | D: 9.9% | E: -2.2 | F: -8.4% | G: 16.6% | H: 0.0% | I: -2.2%

Just IL1B secr inh, for three of the compounds above:
| # | mol | IL1B secr inh |
| --- | --- | --- |
| 3 | CCOC(=O)c1c(C)n(C(C)C)c2ccc(OC(=O)c3ccc(N4C(=O)CCC4=O)cc3)cc12 | 33.9 |
| 2 | Cc1ccc(C2(O)CC(C)N(C)CC2C)cc1 (centres undefined) | 0.0 |
| 12 | O=C(Cc1ccccc1)NC(Cc1ccc(Cl)cc1)C(=O)O (centres undefined) | -0.7 |

A stretch of the results above, as a working copy:
Screens by letter: A = IL1B secr inh; B = KB-3-1 tox; C = MCF10A rerep; D = HT1080-NT tox; E = D3 ag; F = HEK293 tox; G = HT1080 IDH1KD tx; H = KB-V1 cytotox; I = SW480 rereplic
(14) CCOC(=O)c1ccc2c(c1)N(CC)C(=O)c1ccccc1S2
  A: 15.3 | B: -19.2% | C: ? | D: -1.7% | E: -2.7 | F: 17.7% | G: 0.0% | H: ? | I: ?

(15) O=c1c2ccccc2nc(-c2ccco2)n1-c1cccnc1
  A: 5.5 | B: ? | C: 11.7% | D: 9.9% | E: -2.2 | F: -8.4% | G: 16.6% | H: 0.0% | I: -2.2%

Following part.
Screens by letter: A = IL1B secr inh; B = KB-3-1 tox; C = MCF10A rerep; D = HT1080-NT tox; E = D3 ag; F = HEK293 tox; G = HT1080 IDH1KD tx; H = KB-V1 cytotox; I = SW480 rereplic
(16) C(#CCN1CCOCC1)COC/C=C/c1ccccc1
  A: -1.6 | B: -1.7% | C: 1.2% | D: -3.6% | E: -0.2 | F: 6.0% | G: 2.2% | H: 20.6µM* | I: 76.8%

(17) COc1ccc(-n2nc(C(=O)NCC(=O)N3CCC4(CC3)OCCO4)c3ccccc3c2=O)cc1OC
  A: -2.2 | B: 3.1% | C: -2.9% | D: -11.6% | E: 0.3 | F: -6.9% | G: -0.9% | H: -7.3% | I: -3.9%

(18) CC(Cc1cccs1)NCc1ccc(Cl)cc1 (centres undefined)
  A: -16.7 | B: 7.2% | C: -2.5% | D: -0.4% | E: -12.4 | F: 6.0%[0.307 µM] | G: 0.5% | H: 0.3% | I: -1.1%

(19) CCC(=NCC1CCCO1)c1c(O)n(-c2ccc(Cl)cc2)c(=O)[nH]c1=O (centres undefined)
  A: 11.0 | B: -0.1% | C: 17.6% | D: -1.7% | E: -0.2 | F: 25.5% | G: -0.5% | H: -5.3% | I: 1.0%[9.22 µM]

(20) COc1ccc(C=C2C(=O)N(C)C(=O)N(C)C2=O)cc1COc1ccc(NC(C)=O)cc1
  A: -12.5 | B: -8.9% | C: 21.2% | D: ? | E: -4.0 | F: 11.9% | G: -16.1% | H: 20.6% | I: -56.8%[inhibitor]

(21) CC(C)NC(=O)Cn1cc(C(=O)c2ccccc2)c2ccccc21
  A: -1.8 | B: -0.8% | C: 2.2% | D: -0.6% | E: 1.5 | F: 3.7% | G: 4.0% | H: -8.2% | I: -1.3%

(22) Cc1ccccc1-n1c(CNc2ccccc2)nc2ccccc2c1=O
  A: 11.4 | B: -15.6% | C: ? | D: -1.9% | E: -10.3 | F: 2.2% | G: ? | H: -5.0% | I: ?

(23) Cc1ccc(C)c(CN2CCC(n3nnc4cc(F)ccc43)CC2)c1
  A: -23.4 | B: 7.3% | C: 14.6% | D: -5.8% | E: -32.5 | F: 15.9% | G: -3.7% | H: -24.0% | I: -0.5%

(24) CCOc1ccc(C2SCC(=O)Nc3c2c(C)nn3C2CCOC(C)(C)C2)cc1 (centres undefined)
  A: 13.7 | B: -4.1% | C: 6.4% | D: 7.2% | E: 0.6 | F: 6.0% | G: 3.3% | H: 12.0% | I: 14.8%

(25) O=C1NC(=O)N(Cc2ccccc2)C(=O)C1Cc1ccccc1 (centres undefined)
  A: -1.2 | B: 6.9% | C: 0.2% | D: 1.2% | E: -15.2 | F: 6.4% | G: 7.7% | H: -11.9% | I: -5.5%

(26) CCN1CCN(c2ccc(NC(C)=O)cc2Cl)CC1
  A: 2.9 | B: -6.1% | C: ? | D: 0.7% | E: -8.3 | F: 5.5% | G: -1.2% | H: -14.4% | I: -4.2%

(27) O=P(Nc1cccnc1)(Oc1ccccc1Cl)Oc1ccccc1Cl
  A: -1.1 | B: 11.5% | C: -2.8% | D: -7.6% | E: 0.9 | F: -2.7% | G: 1.1% | H: -25.5% | I: -6.0%

(28) CCOC(=O)C(O)(c1ccc(N=Cc2ccccc2O)c(C)c1)C(F)(F)F (centres undefined)
  A: 8.1 | B: 1.5% | C: 5.5% | D: 8.4% | E: 0.4 | F: -18.4% | G: -3.1% | H: 0.7% | I: -1.4%

(29) Cc1oc(-c2ccc(Cl)cc2)nc1CS(=O)CC(=O)N1CCC2(CC1)OCCO2 (centres undefined)
  A: -5.4 | B: 0.0% | C: 7.5% | D: 1.6% | E: -11.7 | F: -0.6% | G: -13.0% | H: -8.3% | I: ?

(30) Cc1c(C=C2C(=O)NC(=O)NC2=O)c(=O)n(-c2ccccc2)n1C
  A: 6.4 | B: 12.7% | C: -2.7% | D: 14.7% | E: 0.7 | F: -0.6% | G: 17.0% | H: 3.0% | I: -20.0%

3 compounds from above, arranged by length of the SMILES, ascending.
Screens by letter: A = IL1B secr inh; B = KB-3-1 tox; C = MCF10A rerep; D = HT1080-NT tox; E = D3 ag; F = HEK293 tox; G = HT1080 IDH1KD tx; H = KB-V1 cytotox; I = SW480 rereplic
(30) Cc1c(C=C2C(=O)NC(=O)NC2=O)c(=O)n(-c2ccccc2)n1C
  A: 6.4 | B: 12.7% | C: -2.7% | D: 14.7% | E: 0.7 | F: -0.6% | G: 17.0% | H: 3.0% | I: -20.0%

(20) COc1ccc(C=C2C(=O)N(C)C(=O)N(C)C2=O)cc1COc1ccc(NC(C)=O)cc1
  A: -12.5 | B: -8.9% | C: 21.2% | D: ? | E: -4.0 | F: 11.9% | G: -16.1% | H: 20.6% | I: -56.8%[inhibitor]

(17) COc1ccc(-n2nc(C(=O)NCC(=O)N3CCC4(CC3)OCCO4)c3ccccc3c2=O)cc1OC
  A: -2.2 | B: 3.1% | C: -2.9% | D: -11.6% | E: 0.3 | F: -6.9% | G: -0.9% | H: -7.3% | I: -3.9%

Only part of the results is shown (hit frequency here may not be typical).
